UTI89 phage lysis – protection from phage-mediated lysis, alamar blue read-out – E. coli UTI89, K1F phage, bacterial capsule biogenesis inhibitors (AID 488966); E. coli UTI89 K1F phage lysis, alamar blue, 2 h; higher % means a stronger effect; inhibition, % at 100 µM; hits with a dose series show IC50 in µM; hit rate 0.02% among 340,000;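 active means phage lysis inhibition, versus mean bacterial control, above a set limit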;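 further: capsule biogenesis inhibitors block K1F phage lysis so surviving cells raise fluorescence; higher fluorescence means more inhibition of phage lysis; actives were called in the ten point dose series up to 300 µM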
NTR1 ag – NTR1-driven beta-arrestin-GFP spot formation – imaging, U2OS cells, high content, primary screen (AID 493036) | hit rate 0.17% among 330,000 | P30989 | agonist mode | activation, % at 20 µM;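 active means activation at or above 40% of the spot to cytoplasm intensity ratio, with at least 20 cells analyzed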;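 further: 0% = DMSO without peptide and 100% = 100 nM NTR1 peptide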
Target sequence (P30989 whole entry, looked up): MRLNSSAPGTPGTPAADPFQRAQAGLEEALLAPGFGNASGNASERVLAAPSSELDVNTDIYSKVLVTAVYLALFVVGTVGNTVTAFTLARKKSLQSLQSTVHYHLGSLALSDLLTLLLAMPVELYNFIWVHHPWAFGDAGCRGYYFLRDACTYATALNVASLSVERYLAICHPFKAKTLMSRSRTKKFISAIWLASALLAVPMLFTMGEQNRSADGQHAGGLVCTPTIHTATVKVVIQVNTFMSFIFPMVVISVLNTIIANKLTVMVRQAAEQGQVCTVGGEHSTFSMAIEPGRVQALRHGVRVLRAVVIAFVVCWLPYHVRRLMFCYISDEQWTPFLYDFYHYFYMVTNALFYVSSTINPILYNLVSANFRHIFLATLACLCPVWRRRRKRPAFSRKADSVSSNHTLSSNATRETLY
GPR35 arrestin U2OS – GPR35 antagonists blocking zaprinast-driven arrestin recruitment, primary screen, imaging, U2OS, beta-arrestin-GFP, zaprinast agonist (AID 2058); U2OS GPR35 beta-arrestin-GFP translocation imaging, zaprinast antagonism; higher % means a stronger effect; inhibition, % at 10 µM, or IC50 in µM where a hit was titrated; hit rate 0.052% among 290,000;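 active means inhibition of at least 50% with at least 30 cells and total cytoplasm GFP at most 10,000,000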
KOR beta-arrestin-1 – KOR antagonists, beta-arrestin recruitment, cell-based, luminescence, uHTS (AID 1778). KOR beta-arrestin recruitment, luminescence, antagonist mode; higher % means a stronger effect. inhibition, % at 10 µM; hits with a dose series show IC50 in µM. hit rate 0.091% among 290,000; in the data active means inhibition above about 50%; further: strong numbers were not always called active
NOD1 inhibition – NOD1 signaling inhibitors, primary screen, cell-based, luminescence, uHTS (AID 1578) | NOD1-driven NF-kB luciferase reporter cells, luminescence; higher % means a stronger effect | one-dose inhibition, % at 4 µM; EC50 in µM for titrated hits | hit rate 1% among 290,000; in the data active means inhibition mostly above about 36%, no sharp cut-off; inactive means mostly below about 34%;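 further: HEK-293T reporter cells stimulated with the NOD1 agonist gamma-tri-DAP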
GPR55 activation – selective activators of receptor GPR55 – imaging, U2OS cells, beta-arrestin-GFP redistribution, primary screen (AID 1961) | U2OS GPR55 beta-arrestin-GFP redistribution imaging; higher % means a stronger effect | one-dose activation, % at 10 µM; EC50 in µM for titrated hits | hit rate 0.048% among 290,000;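 active means activation above 40% with more than 50 cells counted in the well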;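 further: U2OS osteosarcoma cells stably expressing GPR55 and beta-arrestin-GFP; plate controls were DMSO negative control for no effect and LPI positive control for full effect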
Rac1 GTP hydrolysis – MgcRacGAP GTPase-activating activity inhibitors, confirmation, biochemical, ADP Hunter fluorescence. MgcRacGAP-stimulated Rac1 GTP hydrolysis, ADP Hunter fluorescence; higher % means a stronger effect; GST-tagged Rac1 F28L mutant substrate. inhibition, % at 30 µM; hits with a dose series show IC50 in µM. hit rate 0.6% among 340,000. AID 624330;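 active means first-screen hits whose inhibition reached a set limit at any dose in the follow-up dose series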;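 further: fluorescence reports GDP produced by GAP-driven GTP hydrolysis; strong numbers were not always called active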
GPR55 antagonists – GPR55 antagonists blocking LPI-driven arrestin recruitment, primary screen, imaging, U2OS, beta-arrestin-GFP, LPI agonist (AID 2013). U2OS GPR55 beta-arrestin-GFP translocation imaging, LPI antagonism; higher % means a stronger effect. one-dose inhibition, % at 10 µM; IC50 in µM for titrated hits. hit rate 0.13% among 290,000;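 active means spots per cell inhibited over 60%, with over 100 cells counted and total cytoplasm intensity under 500,000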;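 further: U2OS cells stably carrying GPR55 and arrestin-GFP stimulated by 5 µM LPI near EC80; imaged beta-arrestin-GFP aggregate spots per cell after agonist stimulation; plate controls were LPI-stimulated DMSO wells for no effect and DMSO wells without LPI for full effect; some results filed as inactive read as strong as hits; confirmed hits need IC50 under 10 µM and bright autofluorescent wells are also inconclusive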
KOR beta-arrestin-2 – KOR agonists, beta-arrestin recruitment, primary screen, cell-based, luminescence, uHTS (AID 1777). hit rate 0.02% among 280,000. KOR beta-arrestin recruitment, luminescence; higher % means a stronger effect. activation, % at 10 µM, or EC50 in µM where a hit was titrated; in the data active means activation above about 50%, passing the limit was not always enough; further: a part of the inactive calls stands beside numbers as strong as those of hits
NTR1 ag cell count 20 µM – further read-out of NTR1 ag, marked with its call; cell count; measured here: cell count, cytotoxicity flag
Active calls of the source: *; x = no result given; [ ] = remark or other dose.

SMILES	UTI89 phage lysis	NTR1 ag	NTR1 ag cell count 20 µM	GPR35 arrestin U2OS	KOR beta-arrestin-1	NOD1 inhibition	GPR55 activation	Rac1 GTP hydrolysis	GPR55 antagonists	KOR beta-arrestin-2
Cc1cc(OCC(=O)NCCc2c[nH]c3ccccc23)c2c(C)cc(=O)oc2c1	3.6%	1.9	92	0.7%	-13.1%[20 µM]	-3.3%	-0.2%	0.3%	-14.3%	x
COc1ccc2c(c1)[N+](C)(C)C(C)(C)C=C2C	-0.6%	1.4	49	6.2%	27.4%	-31.2%	-0.3%	6.1%	-2.0%	-5.1%
CCOC(=O)c1cnn(CCOC(=O)c2ccccc2)c1NC(=O)c1ccccc1	0.1%	0.8	71	-7.6%	21.2%	-31.0%	0.1%	-2.9%	3.5%	-1.3%
CC(C)C(=O)NC(=S)Nc1nnn(C)n1	6.7%	-1.4	63	-3.8%	x	-17.0%	0.0%	2.2%	9.1%	-1.7%
COc1ccc(-n2ncc3c2CC(C)(C)CC3NC(=O)C2CCN(C(C)=O)CC2)cc1 (stereo not given)	-0.3%	0.8	56	12.4%	5.6%	-18.5%	-0.1%	2.5%	-8.1%	-6.8%
CCC(C(=O)NC(C)(C)C)N(Cc1ccco1)C(=O)Cn1nnc(-c2ccc(F)cc2)n1 (stereo not given)	4.5%	2.2	58	4.9%	-4.4%[20 µM]	-0.2%	0.3%	-8.6%	7.2%	-6.3%
CCN1CCN(CC(=O)n2c3c(c4ccccc42)CC(C)CC3)CC1 (stereo not given)	0.1%	3.3	49	6.6%	-18.6%	x	0.3%	11.4%	13.0%	3.1%
CCCCC1(CC)C(=O)NC(=O)NC1=Nc1ccc(OC)cc1 (stereo not given)	0.5%	-0.5	88	2.2%	-4.7%	2.3%	0.3%	5.9%	0.2%	2.0%
CC(C)OC(=O)CSc1ncnc2c1cnn2-c1ccccc1	0.1%	4.3	50	-17.3%	-12.1%	0.3%	-0.2%	3.5%	-9.0%	11.6%
O=C(Cn1c(=O)c2cccn2c2ccccc21)Nc1cc(F)ccc1F	0.3%	1.0	51	11.6%	-6.3%	-0.3%	-0.2%	14.8%	-18.1%	-6.4%
C/C(=N\N=C(N)N)c1ccc(C)c(C)c1	0.1%	2.1	65	-0.9%	-7.5%	-11.1%	-0.1%	8.8%	2.2%	-1.3%
CC(NC(=O)[C@H](C)NC(=O)C1CC(=O)N(c2ccc3c(c2)OCO3)C1)c1ccccc1 (stereo not given in full)	0.3%	-0.4	54	-2.8%	-23.1%	-23.4%	0.2%	3.1%	-5.4%	-0.7%
COCCn1c(=NC(=O)c2ccc(S(=O)(=O)N3CCc4ccccc4C3)cc2)sc2cc(S(N)(=O)=O)ccc21	4.5%[50 µM]	-0.7	51	-4.5%	-2.3%	-28.3%	-0.2%	6.2%	2.7%	3.7%
CCOC(=O)Cn1nc(C)c(NC(=O)c2ccc(Cl)c([N+](=O)[O-])c2)c1C	0.0%	-0.2	67	11.3%	27.9%	-14.2%	0.9%	-0.4%	7.9%	-0.6%
CCOC(=O)c1cc(-c2ccc(C)o2)nn1CCC#N	0.1%	1.1	46	0.5%	-15.1%	-12.2%	0.6%	12.0%	-4.8%	-0.6%
NCCCC[C@@H](C(=O)N1CCNCC1)n1cc(CCC(=O)O)nn1	-0.8%	4.7	59	-11.4%	-1.9%	-35.0%	1.1%	3.7%	1.1%	8.4%
C/C(=N\NC(=O)Cc1cccn1C)c1ccc([N+](=O)[O-])cc1	x	0.3	65	2.9%	3.8%	-10.3%	0.3%	x	8.7%	-0.5%
O=C(CN1CCN(c2ncccn2)CC1)Nc1ccccc1C(F)(F)F	0.1%	-1.4	82	17.4%	-11.4%[20 µM]	-14.5%	-0.1%	-16.6%	-8.0%	-3.8%
O=C(COC(=O)CCc1nc2ccccc2s1)NCc1ccco1	-0.2%	0.0	55	-2.0%	3.9%	-19.5%	-0.3%	7.3%	11.4%	-5.4%
Cc1ccc(-c2nc(NC(=O)CSc3nnc(C)s3)ns2)cc1	4.9%	0.8	49	1.6%	-11.6%	1.0%	-0.1%	0.6%	13.9%	-5.9%
CSc1nc2sc3c(c2c(=O)[nH]1)CC(C)(C)OC3	-1.9%	0.4	72	3.3%	-9.4%[20 µM]	-23.4%	-0.2%	6.5%	-6.4%	-2.8%
CCOn1c(=O)c(-c2cccc(Br)c2)[n+]([O-])c2ccccc21	-0.6%	2.7	55	1.4%	-63.1%[20 µM]	-14.9%	-0.1%	2.9%	12.0%	-4.8%
Cc1ccc(NS(=O)(=O)c2ccc(-c3cnc(C4CC4)o3)cc2)c(C)c1	0.0%	8.8	52	14.5%	-176.5%	40.1%	-0.1%	0.2%	-9.6%	13.6%
O=C(NC1CCCCC1)N1CCNCC1	0.3%	2.6	52	4.8%	-17.6%[20 µM]	-19.2%	0.3%	7.3%	1.7%	0.7%
CCOC(=O)C1=C(C)N=c2s/c(=C/c3ccco3)c(=O)n2C1c1cccc(OC)c1 (stereo not given)	x	1.7	57	13.2%	-17.9%	17.1%	0.3%	x	18.4%	47.1%
CCOC(=O)c1cc2c(C)n(-c3ccc(OCC)cc3)c(C)c2cc(C(=O)OCC)c1=O	1.0%	-0.5	73	5.4%	-184.3%	-39.0%	0.4%	6.9%	7.0%	-0.9%
Cc1ccccc1NCC(=O)N=Nc1c(O)[nH]c2ccc([N+](=O)[O-])cc12	-0.2%	11.4	48	5.1%	-21.5%	-10.5%	0.3%	10.8%	2.0%	-5.5%
O=C(NCCc1ccccc1)c1ccc(Cl)c(S(=O)(=O)N2CCCC2)c1	0.4%[50 µM]	1.0	62	-3.0%	5.1%	-43.9%	0.0%	5.3%	6.3%	-0.6%
C/C(CC(=O)NCc1ccccc1)=N\NC(N)=S	2.5%	0.5	107	-4.0%	-2.4%	-35.8%	-0.3%	8.9%	5.5%	-1.9%
CCOc1ccccc1CNC(=O)c1cc2oc3ccccc3c2n1C	0.6%	5.6	63	2.5%	0.8%	17.7%	0.3%	6.7%	-1.9%	5.2%
COc1ccc(/C=N/NC(=O)c2cccnc2)cc1Cn1nc([N+](=O)[O-])c(Br)c1C	x	3.6	32	-6.3%	-58.7%	-21.8%	-0.5%	x	-25.2%	-4.4%
COC(=O)c1cc2c(C)[nH]c(C)c2cc(C(=O)OC)c1=O	-0.7%	-0.5	59	6.2%	-34.2%	-21.8%	-0.1%	4.4%	2.7%	1.5%
O=C(CSc1ccc2nnc(-c3ccc(Cl)cc3)n2n1)N1CCCc2ccccc21	0.8%	15.0	60	3.2%	-18.7%	-6.8%	-0.2%	3.6%	-6.6%	11.7%
CCOc1ccc(-n2c(SCc3cc(=O)oc4cc(C)c(C(C)C)cc34)nnc2-c2cccnc2)cc1	-0.2%[50 µM]	4.5	75	0.6%	-0.3%	6.5%	-0.3%	6.2%	2.4%	5.7%
Cc1ccc(C(C)NC(=O)c2c(C)noc2C)cc1C (stereo not given)	5.5%	0.5	77	-10.9%	17.5%	-13.5%	-0.1%	4.4%	3.8%	2.1%
CCOC(=O)/C(=C/Nc1ccccc1)[N+](=O)[O-]	2.1%	-0.2	44	2.8%	5.0%	12.4%	0.0%	16.9%	16.0%	-1.9%
CSc1ncccc1C(=O)N(C)CC(=O)Nc1ccc(Cl)cc1	0.0%	1.3	47	1.9%	-9.5%	5.7%	-0.1%	13.2%	-16.0%	6.6%
S=C(NCc1ccc(Cl)cc1)NN1CCOCC1	-0.8%	1.2	34	1.3%	-30.5%[20 µM]	-24.6%	-0.1%	4.6%	-4.3%	-8.3%
CC(C)(C)c1cc(C(=O)N/N=C/c2ccc(F)cc2)n(-c2ccccc2)n1	5.0%	2.7	44	-10.3%	-4.9%	-4.7%	-0.3%	6.7%	-1.4%	-1.7%
Cn1c(-c2ccc(F)cc2)cnc1SCC(=O)NNC(=O)Cc1ccccc1	x	0.4	34	-6.5%	1.7%[20 µM]	-30.1%	0.2%	x	0.5%	x

Two neighbouring entries already listed, for reference:
SMILES	UTI89 phage lysis	NTR1 ag	NTR1 ag cell count 20 µM	GPR35 arrestin U2OS	KOR beta-arrestin-1	NOD1 inhibition	GPR55 activation	Rac1 GTP hydrolysis	GPR55 antagonists	KOR beta-arrestin-2
CSc1nc2sc3c(c2c(=O)[nH]1)CC(C)(C)OC3	-1.9%	0.4	72	3.3%	-9.4%[20 µM]	-23.4%	-0.2%	6.5%	-6.4%	-2.8%
CCOn1c(=O)c(-c2cccc(Br)c2)[n+]([O-])c2ccccc21	-0.6%	2.7	55	1.4%	-63.1%[20 µM]	-14.9%	-0.1%	2.9%	12.0%	-4.8%

Other structures follow:
SMILES	UTI89 phage lysis	NTR1 ag	NTR1 ag cell count 20 µM	GPR35 arrestin U2OS	KOR beta-arrestin-1	NOD1 inhibition	GPR55 activation	Rac1 GTP hydrolysis	GPR55 antagonists	KOR beta-arrestin-2
O=C(Nc1cc(Cl)cc(Cl)c1)C(NCC1CCCO1)c1ccccc1 (stereo not given)	1.4%	-0.4	91	17.8%	8.2%	-6.2%	-0.2%	3.0%	-2.8%	-0.4%
O=[N+]([O-])c1ccc2nonc2c1Nc1cccc(F)c1	0.5%[50 µM]	3.1	48	3.3%	40.8%	-7.3%	0.0%	6.0%	-10.2%	-2.1%
O=C(CC1CCCCC1)NCc1cn2ccsc2n1	-0.1%	-0.2	39	4.5%	-4.5%	-13.1%	0.8%	-3.8%	31.0%	1.4%
CC1(C)CC(NC(=O)Cc2ccccc2)CC(C)(C)N1	0.1%	0.4	71	-13.0%	-41.2%[20 µM]	-17.6%	0.0%	8.7%	-1.1%	2.4%
CCc1ccccc1Nc1nc2ccccc2n1C(C)C	-0.9%	-0.3	43	3.5%	-27.9%	-18.2%	-0.3%	2.7%	11.2%	0.1%
Cn1c(N)c(C(=O)COC(=O)c2cccs2)c(=O)n(C)c1=O	0.8%	1.9	39	-0.5%	-1.9%	-11.5%	-0.1%	9.7%	8.1%	-2.1%
Cc1cc(C(=O)NNC(=O)c2cccc(C(F)(F)F)c2)no1	0.0%	0.0	40	0.6%	18.9%	0.3%	-0.2%	0.5%	-0.7%	0.6%
CCOc1ccc(NC(=S)c2ccc3ccccc3n2)cc1	0.4%	2.2	67	3.6%	-27.1%	-23.9%	0.2%	12.2%	-19.7%	-2.0%
Oc1c(C(c2ccc(F)cc2)N2CCc3ccccc3C2)sc2ncnn12 (stereo not given)	-0.5%	1.7	66	-2.7%	-7.6%	2.8%	-0.4%	16.7%	-12.6%	7.4%
COc1ccc(C2C3=C(CCCC3=O)Nc3nc(C(F)(F)F)nn32)cc1OC (stereo not given)	0.3%	2.9	45	-3.6%	-27.7%	15.4%	-0.1%	6.7%	-3.2%	1.4%
COc1cccc(C(=O)N/N=C(\C)c2cccc(NC(=O)c3ccc(F)cc3)c2)c1OC	0.3%	5.1	73	-9.1%	-9.1%	-9.0%	-0.1%	6.4%	3.9%	-1.9%

Screens deposited in PubChem by several laboratories.

Only part of the results is shown. The share of hits here may be higher or lower than overall.
